VIM-2 inhibitor = VIM-2 metallo-beta-lactamase inhibitors, primary screen, biochemical, epi-absorbance readout, Pseudomonas aeruginosa enzyme. inhibition, % at 5.6 µM. 0.89% of 290,000 active. purified VIM-2, nitrocefin hydrolysis, epi-absorbance fluorescence;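 active = inhibition above the mean of all tested compounds plus 3 SD, cutoff set per screening run, cut at about 7.5% in these data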;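 note: red hydrolysis product quenches plate fluorescence so inhibitors raise well fluorescence; 0% = enzyme with DMSO and 100% = DMSO without enzyme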
IMP-1 inhibitor = IMP-1 metallo-beta-lactamase inhibitors, primary screen, biochemical, epi-absorbance readout, Pseudomonas aeruginosa enzyme | metallo-beta-lactamase IMP-1 (Pseudomonas aeruginosa) | purified IMP-1, nitrocefin hydrolysis, epi-absorbance fluorescence | inhibition, % at 5.6 µM | 0.45% of 290,000 active | AID 1556, 2009;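 active = inhibition above the mean plus 3 SD of all compounds in the same screening run, cut at about 4.5% in these data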;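 note: 0% = IMP-1 with DMSO and 100% = DMSO wells lacking enzyme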
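assay system = purified recombinant IMP-1 metallo-beta-lactamase enzyme | schedule = 15 min preincubation plus 25 min reaction at 25 °C | signal = Epi-absorbance fluorescence, 480 nm excitation, 530 nm emission | read-out basis = percent inhibition from optical density relative to buffer-blank wells | controls = IMP-1 with DMSO as 0%, enzyme-free DMSO as 100%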
IDE cell inh = human IDE inhibitors in live cells, primary screen, fluorescence polarization, HEK cells, FAbetaB substrate | FAbetaB cleavage | 0.41% of 320,000 active | inhibition, % at 5.59 µM | Insulin-degrading enzyme (Homo sapiens), P14735 | AID 434962, 2010;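 active = percent inhibition above the average of all tested compounds plus 3 SD, set per screening campaign, cut at about 16% in these data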;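 note: IDE supplied by intact live HEK cells; FP after avidin binding of uncleaved biotin substrate so inhibition keeps polarization high; 0% = DMSO wells and 100% = 60 µM reference IDE inhibitor Ii1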
Target sequence (P14735 whole entry, looked up): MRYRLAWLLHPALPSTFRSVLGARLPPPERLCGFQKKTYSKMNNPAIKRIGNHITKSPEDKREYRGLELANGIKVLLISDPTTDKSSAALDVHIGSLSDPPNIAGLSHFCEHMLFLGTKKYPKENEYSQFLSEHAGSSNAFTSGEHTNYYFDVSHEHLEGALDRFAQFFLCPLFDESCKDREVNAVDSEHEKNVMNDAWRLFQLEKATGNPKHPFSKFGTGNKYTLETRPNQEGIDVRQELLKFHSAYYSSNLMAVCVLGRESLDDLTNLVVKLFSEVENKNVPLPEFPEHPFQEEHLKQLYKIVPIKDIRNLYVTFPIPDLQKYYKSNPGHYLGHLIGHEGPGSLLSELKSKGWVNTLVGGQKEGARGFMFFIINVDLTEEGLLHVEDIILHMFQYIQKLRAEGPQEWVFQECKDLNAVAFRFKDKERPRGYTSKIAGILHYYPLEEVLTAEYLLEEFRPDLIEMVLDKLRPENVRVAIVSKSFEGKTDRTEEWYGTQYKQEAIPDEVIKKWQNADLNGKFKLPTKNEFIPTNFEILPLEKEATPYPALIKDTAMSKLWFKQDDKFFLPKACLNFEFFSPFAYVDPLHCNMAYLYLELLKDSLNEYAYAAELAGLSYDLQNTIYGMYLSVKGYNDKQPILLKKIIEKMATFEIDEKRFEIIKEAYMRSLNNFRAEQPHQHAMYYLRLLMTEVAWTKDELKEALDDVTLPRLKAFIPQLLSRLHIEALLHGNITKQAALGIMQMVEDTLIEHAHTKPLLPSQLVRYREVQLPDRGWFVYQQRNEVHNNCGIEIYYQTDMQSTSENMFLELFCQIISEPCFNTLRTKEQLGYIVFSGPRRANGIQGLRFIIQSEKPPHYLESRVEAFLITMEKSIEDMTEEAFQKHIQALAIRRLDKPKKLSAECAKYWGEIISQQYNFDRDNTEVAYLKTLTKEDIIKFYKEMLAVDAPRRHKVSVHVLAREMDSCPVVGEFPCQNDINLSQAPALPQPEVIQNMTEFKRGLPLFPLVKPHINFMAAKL
pCIP destab = p/CIP-EGFP fusion destabilizers, primary screen, fluorescence, F442A cells; decrease of EGFP signal, % at 10 µM; 0.01% of 290,000 active; 16 h; AID 1984, 2009;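 active = EGFP signal decrease of at least 30% at 10 µM or well 3 SD below plate mean, unless failing retest; inactive = the rest, including hits failing retest or dose response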; note: some compounds called inactive have numbers as strong as hits; many of its hits are not listed in these tables
DNA FID counter = compounds displacing fluorescent DNA intercalator, primary screen, artefact control for HCV NS3 helicase inhibitor project, biochemical, FID fluorescence. DNA fluorescent intercalator displacement. inhibition, % at 7.9 µM. 0.17% of 290,000 active; in the data active = inhibition above about 37%;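 note: 0% = vehicle and 100% = reference compound; higher means more ethidium bromide displaced from hairpin DNA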
HCV NS3 hel inh = inhibitors of HCV NS3 helicase, primary screen, biochemical, Cy5 molecular beacon fluorescence. Hepatitis C virus NS3 helicase. NS3 helicase DNA unwinding. inhibition, % at 10.9 µM. 0.56% of 290,000 active;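 active = inhibition above the mean of all tested compounds plus 3 SD, set per campaign, cut at about 35% in these data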;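 note: 0% = DMSO wells and 100% = thioflavine S control wells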
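System: HCV NS3 helicase fragment; control set: DMSO and thioflavine S; technique: Cy5 fluorescence at 0 and 60 min, beacon hairpin quenching; reagent: beacon DNA duplex substrate plus ATP; replicates: singlicate; schedule: 1 h reaction at 25 °C, ATP-initiated; medium: MOPS buffer pH 6.5 with MgCl2, DTT, Tween20, BSA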
IDE act = human IDE activators in live cells, primary screen, fluorescence polarization, HEK cells, FAbeta-B substrate; Insulin-degrading enzyme (Homo sapiens), P14735; 0.073% of 340,000 active; FAbeta-B cleavage; 0% vehicle, 100% cell-free pure enzyme wells; activation, % at 5.96 µM;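 active = activation above the mean of all tested compounds plus 3 SD, set per screening campaign, cut at about 17% in these data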
PfM18AAP inh = PfM18AAP inhibitors, malaria aminopeptidase, primary screen, biochemical, QFRET, recombinant enzyme | H-Glu-NHMec fluorogenic cleavage | inhibition, % at 7.35 µM | AID 1822, 2009 | 1.2% of 290,000 active;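 active = inhibition above the campaign mean inhibition over all tested compounds plus 3 SD, cut at about 28% in these data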;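 note: 0% = plate median of test compound wells and 100% = 2 mM ZnCl2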
UBC9 SUMO inh = inhibitors of in vitro SUMOylation cascade, primary screen, biochemical, HTRF, uHTS; 0.36% of 290,000 active; SUMO-conjugating enzyme UBC9 (Homo sapiens), P63279; inhibition, % at 35 µM; HTRF SUMOylation assay, SAE1/SAE2 + UBC9; in the data active = inhibition above about 50%, passing the limit was not always enough; note: strong numbers were not always called active
* marks the source's active call; other numbers are inactive results; · = no result given.

SMILES	VIM-2 inhibitor	IMP-1 inhibitor	IDE cell inh	pCIP destab	DNA FID counter	HCV NS3 hel inh	IDE act	PfM18AAP inh	UBC9 SUMO inh
Cc1cc(Cl)ccc1C(=O)C1CCCN(C(=O)c2cccnc2C)C1 (stereo unspecified)	2.2	-0.5	-1	13	-32	-1	5	-7	-1
COc1cccc(OC(=O)CSc2nnc(-c3ccccc3Br)o2)c1	-1.3	-4.2	-2	-25	-8	-3	5	0	-41
O=C(NCNC(=O)c1ccccc1)c1ccccc1	-2.5	-2.9	-2	2	-3	5	1	-6	5
CC(=O)c1cc2c(cc1NC(=O)c1ccccc1C)OCO2	-3.4	-3.2	-6	-3	-4	12	·	3	10
COc1ccc(/C=C/C(=O)N(c2ccccn2)C2CCCCC2)cc1OC	-3.2	-3.8	0	-2	-26	3	0	1	11
COc1cccc(-c2nc(CS(=O)(=O)CC(=O)N3CCc4ccccc43)c(C)o2)c1	0.5	-3.1	3	-2	-10	-11	5	-3	18
CCCC1Nc2ccc(C(=O)O)cc2C2C=CCC12 (stereo unspecified)	2.4	3.1	6	-1	-6	27	1	15	37
O=C(O)COc1ccc2c(-c3ccccc3)cc(=O)oc2c1	-1.8	-1.9	0	-5	-6	7	1	-7	5
COc1ccc(CCN(CC(=O)NCc2ccc(F)cc2)C(=O)c2snc(C(N)=O)c2N)cc1OC	-2.5	-2.5	-3	-18	-30	-5	2	1	-4
Cc1cc(N2C(=O)C3C4c5ccccc5C(c5ccccc54)C3C2=O)no1 (stereo unspecified)	-3.5	-3.2	5	6	-23	2	1	3	-8
COc1cc2nc(CN3CCC(C(O)(c4ccccc4)c4ccccc4)CC3)[nH]c(=O)c2cc1OC	-1.9	-2.6	0	17	-3	1	-10	0	-12
COc1ccc(C2CC(=O)C3=C(C2)Nc2ccccc2N(C(=O)CCC(=O)O)C3c2ccc(F)cc2)cc1OC (stereo unspecified)	-0.9	-0.6	4	-2	-45	7	6	5	11
CCN(CC)CCn1c(-c2ccccc2)nc(=S)c2c1CC(C)(C)OC2	-1.8	-4.0	1	-3	-4	9	5	-6	14
Cc1ccccc1OCC(=O)NNC(=O)CSc1nc(N)cc(N)n1	-1.0	-2.5	2	-1	-4	3	0	19	-1
O=C(c1cc(F)cc2c1OCOC2)N1CCN(c2ccc(F)cc2)CC1	-1.6	-2.8	0	-9	-11	1	4	-2	14
Cc1ccc(OCC(=O)OCc2c(C)noc2C)cc1C	-5.0	-6.5	3	4	-6	-1	3	-20	6
COc1ccc2oc(C(=O)C3CC3)c(N)c2c1	-0.3	-1.8	5	4	-4	-2	3	2	2
O=C(NC(=S)NNC(=O)c1ccccc1O)c1cccnc1	-4.2	-2.9	-7	-3	-5	5	2	5	14
COC(=O)C(C)N(C#N)c1nc(C)cc(C)n1 (stereo unspecified)	-4.6	-2.1	3	-10	-4	2	5	0	-4
CCOC(=O)CC1=CC(=O)Nc2ccccc2N1	-0.4	-1.7	5	-5	-3	3	-2	6	16
CC(C)COC(=O)n1ccc(C(=O)N2CCCCC2)n1	-1.4	-1.6	-4	-2	-2	4	4	-1	16
CC(C)CNc1ncnc2c1cnn2Cc1ccc(Cl)cc1	-2.9	-0.7	-2	2	-21	-8	·	1	14
CN(C(=O)c1ccc(OC2CCN(CCc3ccccc3)CC2)cc1)C1CCOCC1	-1.8	-3.2	-1	8	8	5	3	-1	4
CN=C(Nc1ccc(Br)cc1)SC1CC(=O)N(c2ccc(OC)cc2)C1=O (stereo unspecified)	-1.7	-1.3	0	3	-13	-23	4	3	2
CCc1nnc(NC(=O)CSc2nnc(-c3ccncc3)n2C)s1	-1.7	-5.0	3	-3	-7	1	5	1	3
CCC(=O)Nc1ccccc1C(=O)OCc1ccc(C(=O)c2ccccc2)cc1	-1.1	-1.5	-3	-16	-1	-2	-2	4	-20
CN(C(=O)COC(=O)/C=C/c1ccc2ccccc2n1)C1CCS(=O)(=O)C1 (stereo unspecified)	-1.9	-3.5	1	-17	-17	5	3	5	11
Cc1ccccc1C(=O)NNc1ccc([N+](=O)[O-])cc1	0.6	-1.3	-5	-14	0	0	2	60*	14
C[C@H](NC(=O)c1nc[nH]c1C(=O)NCCCCCNC(=O)OC(C)(C)C)C(=O)OCc1ccccc1	-2.0	-2.1	3	0	-41	0	1	-4	-14
N#Cc1nc(-c2ccco2)oc1N1CCOCC1	-1.8	-3.5	6	3	-3	6	-1	2	13
CCC(CC)COC(=O)C1=C(C)NC(=O)NC1c1ccccc1Br (stereo unspecified)	-0.6	-1.7	5	-14	-23	0	-3	1	-2
COc1ccc(NC2=C(c3ccc(OC)cc3)C(=O)c3ccccc32)cc1	-2.3	-5.7	-3	7	2	-7	5	0	-16
CC(=O)Nc1ccc(OCCOc2ccc(/C=C3\C(=N)N4N=C(C)SC4=NC3=O)cc2)cc1	3.5	-1.5	2	-4	-9	7	4	-4	2
CCCNC(=O)c1cccc(NC(=O)C(C)C)c1	1.9	0.8	1	27	-3	23	0	0	7
CC(=O)c1ccc2c3c(ccc(O)c13)CC2	0.4	-0.5	0	-10	-5	14	7	-4	14
COCCn1c(-c2ccc(Br)cc2)csc1=Nc1cccnc1	-0.5	-1.6	0	-13	-27	-16	1	5	-3

Entries of single compounds, looked up by structure:
`CN(C(=O)COC(=O)/C=C/c1ccc2ccccc2n1)C1CCS(=O)(=O)C1` (stereo unspecified) in the list: VIM-2 inhibitor = -1.9; IMP-1 inhibitor = -3.5; IDE cell inh = 1; pCIP destab = -17; DNA FID counter = -17; HCV NS3 hel inh = 5; IDE act = 3; PfM18AAP inh = 5; UBC9 SUMO inh = 11
`CC(=O)Nc1ccc(OCCOc2ccc(/C=C3\C(=N)N4N=C(C)SC4=NC3=O)cc2)cc1` in the list: VIM-2 inhibitor = 3.5; IMP-1 inhibitor = -1.5; IDE cell inh = 2; pCIP destab = -4; DNA FID counter = -9; HCV NS3 hel inh = 7; IDE act = 4; PfM18AAP inh = -4; UBC9 SUMO inh = 2

(next part)
SMILES	VIM-2 inhibitor	IMP-1 inhibitor	IDE cell inh	pCIP destab	DNA FID counter	HCV NS3 hel inh	IDE act	PfM18AAP inh	UBC9 SUMO inh
O=C(NNc1cccc(Cl)n1)c1cccnc1Cl	-0.1	-1.5	11	-4	2	16	4	32*	-14
CC1=C(OC(=O)c2ccc(Br)cc2)C(C)(C)C(c2ccccc2)OC1=O (stereo unspecified)	-1.9	-4.0	3	-3	-4	5	0	-6	-24
COc1ccc(CNC(=O)C2CCN(c3nn4c(=O)cc(C)nc4s3)CC2)cc1	1.2	-0.4	0	5	-17	3	4	9	7
Cc1nc2nc(SCC(=O)NCCCN3CCCCCC3)nn2c(C)c1Cc1ccccc1	-0.4	-4.1	0	-6	3	-64	0	-4	8
CCCc1cc(C(=O)OC)c(NC(=O)c2cc(C)on2)s1	-3.3	-2.5	-1	16	1	-4	5	5	8
COCCNC(=O)C(c1ccc(C)o1)N(C(=O)c1snc(C(N)=O)c1N)c1cc(C)cc(C)c1 (stereo unspecified)	-4.2	-1.6	4	-5	-37	8	-4	10	-2
CCOC(=O)CC(=O)CSc1nc2ccccc2c(=O)n1-c1ccc(C(=O)N2CCOCC2)cc1	-1.8	-6.9	2	-16	-27	28	-4	2	5
O=c1c(N2CCOCC2)c(N2CCOCC2)c1=O	1.4	0.4	6	-7	-2	9	5	-3	16
CCOC(=O)c1nn(-c2ccc(Cl)cc2C)ccc1=O	-0.6	-3.8	8	1	-8	7	7	3	13
COc1ccc2cc(C(=O)O)n(CC(=O)c3ccccc3)c2c1	-1.0	-1.0	-5	3	-6	7	1	5	-5
COCC(C)NCc1ccc(C)cc1C (stereo unspecified)	-5.2	-2.6	2	-11	4	-4	-1	-3	8
c1ccc(C2=Nn3c(nnc3-c3ccccn3)SC2)cc1	0.0	-4.0	-4	-19	-1	9	-6	-5	22
COC(=O)C1C(=O)c2c([nH]c(C(=O)OCC3CCCO3)c2C)CC1C (stereo unspecified)	-0.2	-0.8	10	-3	-8	2	3	-16	7
COc1ccc(S(=O)(=O)N2CCN(C3CCCC(C)C3)CC2)cc1 (stereo unspecified)	1.1	-0.7	-4	4	-3	-11	5	-5	6
COCCNC(=O)c1cc2nc3c(c(C(F)(F)F)n2n1)CCc1ccccc1-3	-1.1	-2.1	0	-4	13	-6	1	1	-13
COc1ccc(-n2cc(-c3ccc(OC)c(OC)c3)[nH]c2=S)cc1	1.8	0.4	3	-1	-23	19	0	41*	-5
COC(=O)C1=C(NC(=O)c2ccccc2[N+](=O)[O-])CCS1	2.0	-0.8	3	1	2	5	8	5	8
Cc1ccc(C(=O)C(SC(C)(C)C)n2cncn2)cc1 (stereo unspecified)	-5.6	-3.8	0	-12	-24	-2	5	21	-2
O=S(=O)(NCC1CCCO1)c1cccc(S(=O)(=O)N2CCCC2)c1 (stereo unspecified)	0.4	-0.8	1	6	-2	-5	-5	-19	-7
O=C(Cn1c(=O)oc2ccccc21)Nc1nc(-c2ccccc2)cs1	-0.3	-1.5	4	1	-9	-11	-2	-8	-3
COC(=O)Cc1c(C)c2ccc(OCC(=O)NCc3ccc4c(c3)OCO4)cc2oc1=O	-0.6	-4.0	1	-17	-12	3	9	-6	26
COc1ccccc1CNS(=O)(=O)c1csc(C(N)=O)c1	-5.7	-3.6	0	4	-5	0	5	4	-5
COc1ccc(Br)cc1/C=N/N1CCN(Cc2ccccc2)CC1	-3.1	-2.4	-6	-6	-6	-8	1	-4	-9
O=C(c1cc([N+](=O)[O-])ccc1Cl)N1CCN(Cc2ccccc2)CC1	-1.6	-3.7	3	-6	-7	-3	2	1	12
O=C(NCc1ccc(F)cc1)C(C(=O)NCc1ccc(F)cc1)c1ncc(C(F)(F)F)cc1Cl	0.6	-1.8	7	3	-1	-9	9	-1	20
Cc1cc(/C=C2\C(=N)N3N=C(CC(=O)N4CCOCC4)SC3=NC2=O)c(C)n1Cc1ccccc1	-1.7	-2.9	7	-4	-15	5	·	0	15
COC(=O)Cn1c(N2CCCC2)nc2c1c(=O)n(C)c(=O)n2C	0.0	-2.2	4	-13	-5	4	2	5	-1
CCc1ccccc1NC(=O)c1cccs1	-4.2	-2.0	3	2	-1	1	3	1	-10
CC(NC(=O)Cc1ccccc1)C(c1ccccc1)N1CCOCC1 (stereo unspecified)	-5.6	-4.7	-3	-13	-8	1	7	-5	15
Cc1ccc(Cl)cc1N1CCN(S(=O)(=O)c2cn(C)cn2)CC1	-2.0	1.1	1	3	-37	-4	1	0	6
C=CCC(C)(NCc1ccccc1)c1ccc(C)cc1 (stereo unspecified)	-4.0	-4.3	4	1	-5	-13	-2	4	-9

Compound activity as filed in PubChem BioAssay.
